# Assay outcomes from PubChem.
# Akt phos inh = inhibitors of Akt phosphorylation. AID 651550. 360,000 compounds, 0.32% hits. activity change, % for hits at 50 µM. Neuro2A IGF-stimulated pAkt S473 HTRF, 20 min; stronger effect = lower value; in the data active = activity change below about -80%; inconclusive = mostly about -51% to -80%; also: % is scaled to controls: 0 for no effect and ±100 for the full control effect
#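 Neuro2A cells in DMEM with 0.5% FBS, overnight at 37 deg C, given compound at single 50 µM final, then IGF (6 nM final) for 20 min at 37 deg C. Lysed; phospho-Akt Ser473 by HTRF after 24 h, 665/615 ratio.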
# HEK293 tox = cytotoxic in the GLP-1 receptor inverse agonist counter-screen. HEK293 cAMP-luciferase reporter cells, luminescence, 24 h. 410,000 compounds, 0.13% hits. Potency, µM (series often up to 38.3 µM), for the others: at the top dose activity change, negative = inhibition, actives largely listed as inhibitors;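 also: loss of luciferase light is scored as toxicity; potency is read from the fitted curve at half-maximal effect; % is scaled to controls: 0 for no effect and ±100 for the full control effect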
#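 Seeding density was 200 cells/uL; after overnight-length (12 h) culture, 23 nL compounds went on for 24 h at 37 °C. Readout used a luciferase detection reagent, luminescence taken after 12 min at room temperature.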
# MmCpn inh = M. maripaludis TRiC chaperonin inhibition | purified Mm-Cpn ATPase, ADP Transcreener TR-FRET | Potency, µM (highest dose often 76.9 µM), without a hit: at the top dose activity, negative = inhibition, hits mostly inhibitors | 330,000 compounds, 0.031% hits | AID 504842; also: potency is read from the fitted curve at half-maximal effect; % is scaled to controls: 0 for no effect and ±100 for the full control effect; nearly all actives have a fitted effect of over 80% in size
#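 25 nM Mm-CPN + cpd, 10 min 37°C; + 10 uM ATP, 30 min 37°C; buffer 30 mM Tris pH 7.4, 100 mM KCl, 5 mM MgCl2, 1 mM DTT; Transcreener ADP HTRF detection 30 min RT.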
# Abeta rescue = restores growth of yeast expressing A-beta42 peptide; 410,000 compounds, 0.063% hits; Potency, µM (doses to about 46.1 µM), for inactives: at the highest dose growth rescue, actives largely listed as activators; yeast expressing A-beta42, growth rescue, OD600, 48 h; response scale: 0% DMSO, 100% iron-clioquinol control; also: potency is read from the fitted curve at half-maximal effect; nearly all actives have a fitted effect of over 55% in size
#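 Yeast A-beta toxicity model in growth medium with pinned compounds, 48 h at 30 C; growth read as absorbance at 600 nm. Normalized to FeCl3/clioquinol equimolar mix (positive) and DMSO (negative).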
# GLP1R inv ag = inverse agonists of human GLP-1 receptor; P43220; HEK293 GLP-1R CRE-luciferase, luminescence, 24 h; GLP-1R form is constitutively active; Potency, µM (highest dose often 38.3 µM), for inactives: at the top dose activity change, negative = inhibition, actives largely listed as inhibitors; 410,000 compounds, 1.6% hits; also: potency is read from the fitted curve at half-maximal effect; % is scaled to controls: 0 for no effect and ±100 for the full control effect; nearly all actives have a fitted effect of over 55% in size
# Target sequence (P43220 whole entry, looked up): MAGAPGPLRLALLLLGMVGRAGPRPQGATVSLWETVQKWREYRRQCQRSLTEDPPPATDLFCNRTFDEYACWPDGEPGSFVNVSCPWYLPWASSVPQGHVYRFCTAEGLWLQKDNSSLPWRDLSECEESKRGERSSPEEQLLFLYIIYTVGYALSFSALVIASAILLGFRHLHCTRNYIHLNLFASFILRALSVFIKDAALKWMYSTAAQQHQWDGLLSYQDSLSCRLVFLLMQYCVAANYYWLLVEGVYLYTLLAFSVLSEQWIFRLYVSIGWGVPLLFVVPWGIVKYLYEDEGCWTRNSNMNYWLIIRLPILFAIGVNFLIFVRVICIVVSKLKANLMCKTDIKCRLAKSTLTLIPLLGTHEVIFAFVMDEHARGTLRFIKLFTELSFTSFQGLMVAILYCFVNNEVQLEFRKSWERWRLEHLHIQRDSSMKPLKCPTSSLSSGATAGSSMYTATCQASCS
#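 HEK293 cells stably co-expressing a cAMP-responsive luciferase reporter and constitutively active GLP-1R were seeded, incubated 12 h, then exposed to compounds for 24 h at 37 C. Luminescence was read 12 min after detection reagent; inverse agonists lower signal.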
# PTHR1 agonist = activates the human parathyroid hormone receptor PTHR1. HEK293 GP2 PTHR1 cells, GloSensor cAMP luminescence, 1 h. Potency, µM (highest dose often 115 µM), for inactives: top-dose activation, most hits filed as activators. 410,000 compounds, 0.075% hits. AID 743266; also: potency is read from the fitted curve at half-maximal effect; nearly all actives have a fitted effect of over 55% in size; some results filed as inactive show a strong effect at the top dose; inactives centre near -15; many of its hits are not listed in these tables
# Target sequence (Q03431 whole entry, looked up): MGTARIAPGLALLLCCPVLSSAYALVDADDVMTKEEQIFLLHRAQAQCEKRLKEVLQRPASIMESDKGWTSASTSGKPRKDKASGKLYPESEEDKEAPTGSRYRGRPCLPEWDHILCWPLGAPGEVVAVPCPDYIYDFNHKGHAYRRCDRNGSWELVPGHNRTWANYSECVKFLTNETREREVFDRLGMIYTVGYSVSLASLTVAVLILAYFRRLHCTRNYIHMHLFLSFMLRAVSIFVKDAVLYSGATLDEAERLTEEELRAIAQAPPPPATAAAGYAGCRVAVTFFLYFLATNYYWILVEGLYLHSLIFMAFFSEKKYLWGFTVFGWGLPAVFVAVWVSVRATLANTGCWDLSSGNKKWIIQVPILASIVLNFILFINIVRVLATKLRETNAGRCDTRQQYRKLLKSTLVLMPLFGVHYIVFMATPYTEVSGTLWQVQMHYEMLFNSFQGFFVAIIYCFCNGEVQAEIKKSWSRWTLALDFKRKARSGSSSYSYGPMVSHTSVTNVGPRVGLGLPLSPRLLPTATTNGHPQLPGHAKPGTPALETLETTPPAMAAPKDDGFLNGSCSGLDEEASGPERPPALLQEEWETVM
#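 HEK-293-derived GP2 cells expressing PTHR1 and a GloSensor cAMP reporter, 3,000/well, plated overnight, given luciferin plus IBMX (each 0.5 mM as added) for 1 h at 37 °C, then compound for 1 h at 37 °C. Luminescence was read after 15 min at room temperature.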
# TDP-43 yeast inh = rescues yeast growth from TDP-43 toxicity; 410,000 compounds, 1.8% hits; Potency, µM (doses to about 46.1 µM), without a hit: at the top dose growth rescue (activation), actives largely listed as activators; TDP-43 expressing yeast growth rescue, BacTiter-Glo, 24 h; also: potency is read from the fitted curve at half-maximal effect; % of control where 0% means no effect; nearly all actives have a fitted effect of over 50% in size
#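 Cell-based yeast growth screen: TDP-43 expression induced in galactose, inoculum OD600=0.02 after raffinose pregrowth to mid-log. Read-out BacTiter-Glo luminescence at 24 hr, 30 deg C; inhibition of toxicity seen as signal increase.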
# FUS yeast rescue = rescues growth of FUS-expressing yeast; S. cerevisiae FUS-expressing, growth rescue, OD600, 24 h; Potency, µM (highest dose often 76.6 µM), inactives show top-dose growth rescue (activation), hits mostly activators; 390,000 compounds, 0.24% hits;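 also: potency is read from the fitted curve at half-maximal effect; plate controls were DMSO vehicle for no effect and reference control for full effect; nearly all actives have a fitted effect of over 55% in size; some results filed as inactive show a strong effect at the top dose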
#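 Cultures pregrown in 2.5% raffinose medium are shifted to minimal medium containing 2% galactose to express toxic FUS. Compounds are tested at several concentrations. After 24hr at 30C, growth is quantified at 600 nm absorbance.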
# aSyn rescue = alpha-synuclein toxicity inhibition in yeast | Yeast expressing alpha-synuclein, growth rescue, BacTiter-Glo, 24 h | Potency, µM (top dose mostly 46.1 µM), for inactives: at the top dose growth rescue (activation), most hits filed as activators | 370,000 compounds, 0.14% hits; also: potency is read from the fitted curve at half-maximal effect; % of control where 0% means no effect; nearly all actives have a fitted effect of over 65% in size
#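 Screening used galactose-induced yeast with toxic alpha-synuclein levels, exposed to compound for 24 hr at 30 deg C. Cell growth, read with BacTiter-Glo luminescence, gave the measured signal.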
# Numbers without * were called inactive; i = inactive; u = inconclusive; x = no result given; & = joins results of further samples; [ ] = dose if it differs, or a comment. Unless noted, calls follow the shape of the dose curve; as a rule, active = well fitted curve in the direction sought with a large enough effect; inconclusive = small, poorly fitted or top-dose-only effect, or another doubt; inactive = no such curve, though single readings can be large; an effect the other way counts as inactive or inconclusive. A portion of the library; rates above refer to the full screens.
SMILES,Akt phos inh,HEK293 tox,MmCpn inh,Abeta rescue,GLP1R inv ag,PTHR1 agonist,TDP-43 yeast inh,FUS yeast rescue,aSyn rescue
CC(C)CC1(C)NC(=O)NC1=O (configuration not stated),i,-2%,0%,5%[9.22 µM],20%,i,-13%,-30%,-6%
Cc1ccc(C(C)C)c(OCCCN2CC(C)OC(C)C2)c1 (configuration not stated),i,-7%,1%,-4%,u,-8%[57.5 µM],-22%,9%,0%
CCOC(=O)c1nn(-c2ccc(C)c(C)c2)c(=O)c(C#N)c1C,i,-7%,-4%,-13%,3%,-6%,11%,-6%,-1%
N=c1sccn1CC(=O)N1N=C(c2ccc(Cl)cc2)CC1c1ccco1 (configuration not stated),i,-7%,4%,-15%,u,-59%,-9%,55%,-3%
O=C(CSc1cccc2cccnc12)N/N=C/c1ccncc1,i,2%,1%,-14%,15%,-9%,-12%,5%,0%
CCOC(=O)c1c(-c2cccc([N+](=O)[O-])c2)csc1NC(=O)C1CCCCC1,i,17%,3%,-6%,u,-6%[57.5 µM],-9%,4%,0%
COc1ccc(NC(=O)C2CCN(C(=O)c3cccs3)CC2)cc1OC,i,-8%,0%,-7%,12%,i,-18%,17%,-4%
Cc1ccc(N(C(C)C(=O)O)S(=O)(=O)c2cccnc2)cc1 (configuration not stated),i,1%,2%,-12%,1%,0%,-3%,-6%,1%
CCC(OC(=O)C1=Cc2ccccc2OC1)C(=O)NC1CCCC1 (configuration not stated),i,-3%,1%,8%,u,-7%[57.5 µM],-7%,-16%,-5%
CCN(CC)S(=O)(=O)c1ccc(NC(=O)CCN2C(=O)C3CC=CCC3C2=O)cc1 (configuration not stated),i,-2%,2%,-15%,-6%,i,-12%,-19%,-3%
CCOC(=O)C1CCCN(C(=O)/C=C/c2ccccc2[N+](=O)[O-])C1 (configuration not stated),i,-17%,1%,1%,-1%,-29%,5%,x,0%
C=CCNC(=O)c1onc(CSc2nc3ccccc3[nH]2)c1C(=O)NCC=C,i,2%,-1%,-5%,7%,-11%,-6%,-12%,-1%
CCN(CC)C(=O)c1cc(Cl)ccn1,i,36%[activator],-6%,-20%,0%,9%,-28%,11%,-3%
Cc1cc(=O)oc2c(CN3CCN(C)CC3)c(O)c(Cl)cc12,i,303%[activator],-10%,-8%,19%,i,-5%,15%,3%
N#C/C(=C(\O)CCl)c1nnc2n1CCCCC2,i,-3%,0%,1%,9%,2%[57.5 µM],9%,13%,5%
Cc1ccc(C)c(OCC(O)CN2CCN(CCN3C(=O)c4cccc5cccc(c45)C3=O)CC2)c1 (configuration not stated),i,u,1%,-8%,u,-38%,-13%,33%,-8%
Cc1ccc(CC2(C)C(=O)Nc3c(Cl)cccc32)cc1 (configuration not stated),i,7%,x,16%,u,i,-3%,-5%,6.3µM*
CC(C)CNc1nc(Oc2ccc(OCC(N)=O)nn2)nc(N2CCOCC2)n1,x,9%,x,-14%,13%,4%,11%,-2%,x
COc1ccccc1CNC(=O)c1ccc(NC(=O)N2CC(C)Sc3ccccc32)cc1 (configuration not stated),x,2%,x,9%,6%,i,20%,-7%,x
CCOC(=O)c1cc(-c2ccc(F)cc2)n(CC(=O)NCc2cccnc2)c1C,i,-20%,1%,4%,7%,i,15%,-14%,u
O=C(c1cccs1)N1CCN(S(=O)(=O)Cc2ccccc2)CC1,i,-21%,3%,-5%,0%,i,-26%,4%,-3%
CN1CCN(C(=O)c2cn(C)c3ccc(S(=O)(=O)N(C)C4CCCCC4)cc3c2=O)CC1,i,13%,-1%,-6%,18%,23%,-3%,-3%,3%
Cn1cc(Br)c(NS(=O)(=O)c2ccc(Cl)s2)n1,i,10%,-1%,10%,1%,i,6%,-1%,-3%
C[C@H](CO)N1C[C@H](C)[C@@H](CN(C)C(=O)Nc2ccccc2)Oc2c(NC(=O)c3ccncc3)cccc2C1=O,i,-8%,1%,1%,22%,-22%,0%,-10%,5%
O=C(Nc1nc2n(n1)C(c1ccc(Cl)cc1)C=C(c1ccccc1)N2)c1ccco1 (configuration not stated),x,323%[activator],x,-6%,8%,-40%[inhibitor],4%[9.22 µM],44%,x

# Record cards (already shown). Values in the order: Akt phos inh | HEK293 tox | MmCpn inh | Abeta rescue | GLP1R inv ag | PTHR1 agonist | TDP-43 yeast inh | FUS yeast rescue | aSyn rescue
# Entry for CN1CCN(C(=O)c2cn(C)c3ccc(S(=O)(=O)N(C)C4CCCCC4)cc3c2=O)CC1 : i | 13% | -1% | -6% | 18% | 23% | -3% | -3% | 3%
# Entry for CCOC(=O)C1CCCN(C(=O)/C=C/c2ccccc2[N+](=O)[O-])C1 (configuration not stated) : i | -17% | 1% | 1% | -1% | -29% | 5% | x | 0%
# Entry for CCC(OC(=O)C1=Cc2ccccc2OC1)C(=O)NC1CCCC1 (configuration not stated) : i | -3% | 1% | 8% | u | -7%[57.5 µM] | -7% | -16% | -5%

# Other structures.
SMILES,Akt phos inh,HEK293 tox,MmCpn inh,Abeta rescue,GLP1R inv ag,PTHR1 agonist,TDP-43 yeast inh,FUS yeast rescue,aSyn rescue
Cc1ccc2nc(COc3ccccc3NC(=O)C(C)(C)C)cc(=O)n2c1,x,0%,x,1%,-18%,i,28%,-9%,x
CCN(CC)S(=O)(=O)c1ccc(C(=O)Nc2ccc(Cc3ccncc3)cc2)cc1,i,u,1%,1%,u,-45%[inhibitor],-18%[0.397 µM],22%,-8%
O=S(=O)(NCCCCCCNS(=O)(=O)c1c(F)cccc1F)c1ccc2c(c1)OCCO2,x,x,-2%,-13%,x,i,x,9%,x
CC(C)CN(CC(C)C)S(=O)(=O)c1ccc(C(=O)Nc2sc3c(c2C(N)=O)CC(C)(C)NC3(C)C)cc1,x,10%,x,-11%,u,i,0%,u,-37%[inhibitor]
CCOC(=O)C1(Cc2cccc(OC)c2)CCN(Cc2ccc(C)s2)CC1,i,u,3%,-1%,10µM*,-89%[inhibitor],-15%,4%,1%
COc1ccccc1CNC(=O)[C@@H]1CCCN1C(=O)C1CCN(S(=O)(=O)c2ccc(C)cc2)CC1,i,6%,0%,1%,18%,-19%,-5%,x,1%
COC(=O)CN1C(=O)COc2ccc(S(=O)(=O)NCc3ccccc3)cc21,i,-36%,1%,4%,-11%,-2%,6%,-1%,-3%
CN(CC(=O)Nc1ccccc1)CC(=O)Nc1ccc(F)cc1,i,0%,0%,16%,-16%,-2%,7%,-15%,27%
COc1ccc(COC(=O)C2=C(C)NC(=O)NC2c2ccc(O)cc2)cc1 (configuration not stated),i,-10%,1%,9%,30%,-15%,-10%,-6%,-4%
Cc1cccc(-n2nc3c(c2NC(=O)c2ccc(S(=O)(=O)N4CCOCC4)cc2)CSC3)c1C,i,-10%,-3%,0%,0%,i,0%,x,4%
COc1ccc2nccc(C(N)=O)c2c1,i,0%,-4%,-6%,9%,i,13%,-47%[inhibitor],-1%
Cc1ccc(C(=O)N2c3ccccc3N=C(c3ccccc3)C2C(=O)NC(C)C)cc1 (configuration not stated),i,6%,x,-27%,u,-7%,-12%,u,3%
Cc1ccc(C)c(N2CCN(C(=O)CCc3nc(-c4ccccc4C(F)(F)F)no3)CC2)c1,i,2%,0%,6%,u,-45%[inhibitor],21%,36%,11%
COc1ccc(CC(=O)Nc2sc3c(c2C(=O)Nc2cccc(Cl)c2)CCCCC3)cc1,x,u,x,26%,u,-48%[inhibitor],u,u,x
CCCn1c(N)c(C(=O)COC(=O)CNC(=O)c2ccccc2OCC)c(=O)[nH]c1=O,i,3%,3%,-10%,19%,-15%,-5%,2%,-9%
CC(=O)c1ccc(-n2nnnc2SCC(=O)Nc2sc(C)c(C)c2C#N)cc1,i,3%,-2%,-13%,3%,-3%,9%,13%,2%
O=C(NCCO)C(=O)Nc1c2c(nn1-c1ccc(F)cc1)CSC2,x,-25%,x,1%,1%,-24%,2%,25%,x
CC(C)N(Cc1ccccc1)C(=O)CCS(=O)(=O)c1ccc2c(c1)oc(=O)n2C,i,2%&19%,1%,-13%&-7%,3%&9%,i,-1%&-9%,8%&4%,-15%
NS(=O)(=O)c1ccc(N2C(=O)C3C4CC(C(Br)C4Br)C3C2=O)cc1 (configuration not stated),i,3%,2%,3%,6%,i,-9%,5%,6%
CC(C)(C)c1ccc(C(CC(=O)O)NC(=O)CSc2ccccc2)cc1 (configuration not stated),i,11%,1%,1%,3%,-72%[inhibitor],2%,40%,1%
CCc1nc2cc([N+](=O)[O-])c([N+](=O)[O-])cc2[nH]1,i,1%[1.53 µM],1%,-3%,3%,-4%,-17%,-15%,3%
COc1cccc(Nc2nnc(SCc3nc4ccccc4s3)s2)c1,i,-4%,u,5%,u,i,19%,3%,1%
O=C1C2C3C=CC(C3=C(c3ccccc3)c3ccccc3)C2C(=O)N1Cc1ccccc1 (configuration not stated),x,30%,1%,-34%[inhibitor],u,-22%[57.5 µM],-18%,23%,-18%
CCCCN(CC)CCNc1c(N2CCN(C(=O)OCC)CC2)c(=O)c1=O,i,-12%,0%,-3%,1%,i,-18%,16%,-12%
O=C(NCc1ccco1)/C(=C/C=C/c1ccccc1)NC(=O)c1ccco1,i,0%,0%,6%,-6%,-11%,22%,4%,0%
COc1ccc(S(=O)(=O)N(C)c2ccc(C(=O)N3CCOCC3)cc2)cc1OC,i,0%,0%,-20%,67%[activator],-3%[57.5 µM],-10%,-4%,0%
Cc1ccc([N+](=O)[O-])cc1NC(=S)NC(=O)c1c(Cl)cnn1C,i,-3%,1%,18%,14%,i,7%,-11%,0%
